Cav32 inh – human Cav3.2 channel inhibition, primary screen. O95180. Cav3.2-expressing cells, Fluo-4 calcium fluorescence FDSS; active compounds read low. B-score at 10 µM. 100,000 tested, 4% active;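 active means single-dose well whose peak fluorescence ratio is a statistical outlier from its plate by either plate-standardised score or position-corrected B-score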
* marks the source's active call; other numbers are inactive results; & = joins results of further samples.

`O=c1nc2n(c3ncccc13)CCC2` gave Cav32 inh 0.201.
Screening COc1cc(-c2nnc(SC/C=C/c3ccccc3)n2N)cc(OC)c1OC returned Cav32 inh 0.0208.
Screening Nc1nnc(-c2ccco2)s1 returned Cav32 inh 0.28.
For COc1ccc(CNC(=O)c2cccc(N(C)C)c2)cc1 the results were Cav32 inh 0.535.
Screening O=S1(=O)CCN(Cc2cccc(Cl)c2)CC1 returned Cav32 inh 0.0461.
For CCc1ccccc1NC(=O)CSc1nnc([C@@H](NC(=O)OC(C)(C)C)C(C)CC)o1 (stereo not given in full) the results were Cav32 inh 0.0137.
COc1ccc(-c2cc(C(=O)N(C)Cc3ccccc3)no2)cc1OC was read as Cav32 inh -1.54.
CCOc1ccc(N2C(=O)/C(=C/c3cc(OC)c(OC)c(OC)c3)N(CC(=O)OC)C2=S)cc1 was read as Cav32 inh 0.343.
Screening Cc1cccc(OCCCOc2cccc3cccnc23)c1C returned Cav32 inh -2.19.
Screening Cc1nc(N2CCN(Cc3ccccc3)CC2)nc2c1C(=O)CC(c1ccco1)C2 (stereo not given) returned Cav32 inh -0.103.
`COc1ccc(OCCSc2nnc(CCNC(=O)c3ccc(Cl)c(Cl)c3)n2C)cc1` gave Cav32 inh -3.2.
COc1ccc(N2CC(C(=O)Nc3ccc(S(=O)(=O)Nc4nc(C)cc(C)n4)cc3)CC2=O)cc1 (stereo not given) was read as Cav32 inh -0.292.
`Cc1ccc(NC(=O)Cn2nnc(-c3ccccc3NC(=O)c3cccs3)n2)cc1` gave Cav32 inh 0.756.
N#CNC1=NCN(CCc2ccccc2)CN1 was read as Cav32 inh 0.0546.
CCOC(=O)c1c(C)nc2sc(C(=O)Nc3ccccc3)c(N)c2c1-c1ccc(OC)cc1 was read as Cav32 inh -3.42.
Screening O=S(=O)(NCc1ccc(Cl)cc1)c1cnc[nH]1 returned Cav32 inh 0.793.
For CCCCc1nc(NCc2ccccc2)c(C#N)c2c1COC(C)(C)C2 the results were Cav32 inh 0.442.
`COC(=O)C1=C[C@@H](C(=O)OC)[C@@H]2C3=C(C(=O)[C@@]2(C)NC(=O)c2ccccc2)[C@H](c2ccccc2)[C@@H]2C(=O)NC(=O)[C@@H]2[C@@H]3C1` gave Cav32 inh 0.906.
Screening COc1ccc(-c2n[nH]c(C)c2-c2ccc(Cl)cc2)c(O)c1OC returned Cav32 inh -0.915.
Screening CN(CC(=O)O/N=C(\N)c1ccccn1)S(=O)(=O)c1cc(Cl)ccc1Cl returned Cav32 inh -0.0138.

Reprinted at random: 2 entries already listed, in no set order.
Screening CN(CC(=O)O/N=C(\N)c1ccccn1)S(=O)(=O)c1cc(Cl)ccc1Cl returned Cav32 inh -0.0138.
For CCCCc1nc(NCc2ccccc2)c(C#N)c2c1COC(C)(C)C2 the results were Cav32 inh 0.442.

Back to the main list, repeating the two entries before the break.
Screening COc1ccc(-c2n[nH]c(C)c2-c2ccc(Cl)cc2)c(O)c1OC returned Cav32 inh -0.915.
Screening CN(CC(=O)O/N=C(\N)c1ccccn1)S(=O)(=O)c1cc(Cl)ccc1Cl returned Cav32 inh -0.0138.
For Cc1ccc(CNC(=O)c2cnc(-c3ccccn3)nc2C(F)(F)F)cc1 the results were Cav32 inh 0.000594.
`CSc1cccc(NC(=O)CCCOc2ccc(Cl)cc2Cl)c1` gave Cav32 inh -0.0715.
`CC(C)(C)c1cc[n+](/C(C(=S)NC2CC2)=C(/[O-])c2ccc(Cl)s2)cc1` gave Cav32 inh 0.531.
Screening Cc1ccc(C)c(N2CCN(C(=O)CCCCn3c(=O)[nH]c4ccccc4c3=O)CC2)c1 returned Cav32 inh -8.03*.
`Cc1cc(C)c(NC(=O)CN2C(=O)NC3(CCOc4ccccc43)C2=O)c(C)c1` (stereo not given) gave Cav32 inh 0.026.
Screening O=C(Nc1ccc(CN2CCCCC2)cc1)c1ccc(Br)o1 returned Cav32 inh 0.406.
CCCc1nn(C)c2c1C(c1ccncc1)C(C#N)=C(N)O2 (stereo not given) was read as Cav32 inh 1.3.
For CC(C)CC(=O)N1CCC(N2CCN(c3ccccc3)CC2)CC1 the results were Cav32 inh 0.0763.
COc1ccc(C2C(C(=O)OCC(=O)NC(C)(C)C)CCC(=O)N2c2ccc(C)cc2)cc1OC (stereo not given) was read as Cav32 inh 0.0641.
O=C(COC(=O)c1c2c(nc3ccccc13)CCCC2)c1cccs1 was read as Cav32 inh -1.48.
`C=CCn1c(-c2ccccc2)n[nH]c1=S` gave Cav32 inh 0.37.
`COc1ccc(/C(O)=C2/C(=O)C(=O)N(Cc3cccnc3)C2c2ccccn2)cc1` (stereo not given) gave Cav32 inh 0.443.
For CCCS(=O)(=O)N1CCCC(C(=O)NCCCN(CC)c2cccc(C)c2)C1 (stereo not given) the results were Cav32 inh 0.399.
Screening Cc1cc(NC(=O)C23CCC(C)(C(=O)O2)C3(C)C)no1 (stereo not given) returned Cav32 inh -0.692.
For CCCn1c(SCc2nc3sc(C)c(C)c3c(=O)[nH]2)nc2ccccc2c1=O the results were Cav32 inh 0.507.
Screening O=C(NCCN1CCN(c2cccc(Cl)c2)CC1)C1CCCN(S(=O)(=O)c2cnc[nH]2)C1 (stereo not given) returned Cav32 inh 0.439.
CC(=O)c1cccc(NC(=O)c2ccc(S(=O)(=O)N3CCCCC3)cc2)c1 was read as Cav32 inh 0.724.
For CC(C)(C)c1cn(-c2ccccc2)c(=S)[nH]1 the results were Cav32 inh 0.175.
`Cc1ccc(CNC(=O)c2ccc3c(=O)n4c(-c5ccc(C)cc5)csc4nc3c2)cc1` gave Cav32 inh -0.725.
Screening Brc1ccc(C2=Nn3c(nnc3-c3n[nH]c4c3CCC4)SC2)cc1 returned Cav32 inh -3.93.
For O=C(N1CCN(Cc2ccc3c(c2)OCO3)CC1)C12CC3CC(CC(C3)C1)C2 the results were Cav32 inh -0.676.
Screening Cc1ccc(NC(=O)C2C3CCCC2C3c2ccccc2)cc1C (stereo not given) returned Cav32 inh 0.362.
O=C(COC(=O)c1ccccn1)c1ccc(Br)cc1 was read as Cav32 inh -0.24.
`COc1ccc(N=C2SC(C(=O)Nc3ccc4c(c3)OCO4)CC(=O)N2C)cc1` (stereo not given) gave Cav32 inh -4.67.
For COc1ccc(-c2noc(-c3cc(C)cc(C)c3)n2)cc1OC the results were Cav32 inh -0.293.
For CC(=O)Nc1ccc(SC[C@H](Cc2ccccc2)N2CCN(CC(C)C)CCC2=O)cc1 the results were Cav32 inh -1.17.
For C[n+]1cc(-c2ccccc2)n2c1CCCCC2 the results were Cav32 inh 0.633.
CCCC(=O)Nc1cc(Cl)ccc1N1CCN(C(=O)CC)CC1 was read as Cav32 inh 0.39.
Screening CC(Oc1ccc2oc(-c3ccccc3)c(C(=O)O)c2c1)C(=O)O (stereo not given) returned Cav32 inh -0.0822.
For Cc1cccn2cc(CNC(=O)C3CCCCC3)nc12 the results were Cav32 inh -0.475.
CCOc1ccc(OCC(=O)c2c(O)c3ccccc3oc2=O)cc1 was read as Cav32 inh -2.38.
`CC(C)N1C(=O)CCC1C(=O)N1CCCc2ccccc21` (stereo not given) gave Cav32 inh -0.713.
CN=C(NC#N)NCCSCc1nc[nH]c1C was read as Cav32 inh 0.733.
O=C(Nn1c(-c2ccccc2)nc2ccccc2c1=O)C1CCC1 was read as Cav32 inh -0.037.
COc1ccc(CCNC(=O)C2CC(=O)N(c3ccc(F)cc3)C2)cc1OC (stereo not given) was read as Cav32 inh -0.204.
`c1csc(CNCCCN2CCOCC2)c1` gave Cav32 inh -0.595.
Screening On1c2c(c3c4nonc4ccc31)CCCC2 returned Cav32 inh -5.84*.
Clc1cccc(Cl)c1Cn1cnc2c(NCc3ccco3)ncnc21 was read as Cav32 inh -0.0179.
COc1ccc(NC(=O)NCc2cccn2C)c(OC)c1 was read as Cav32 inh -0.317.
`N/C(=N/O)c1nc(N2CCCC2)nc(N(c2ccccc2)c2ccccc2)n1` gave Cav32 inh -3.44.
`CCC(=O)Nc1cc(-c2nn(CC(=O)N3CCCCC3)c(=O)c3ccccc23)ccc1N1CCOCC1` gave Cav32 inh 0.786.
`C=CCOc1ccccc1CN1CCSCC1` gave Cav32 inh 0.362.
`CCCC(=O)Nc1nc2c(c(=O)[nH]1)CCCC2` gave Cav32 inh 1.25.
Screening O=C(/C=C/c1ccc2ccccc2c1)c1ccoc1 returned Cav32 inh 0.322.
Screening CC1CN(S(=O)(=O)c2ccc(-c3nc4ccccc4s3)cc2)CC(C)O1 (stereo not given) returned Cav32 inh 0.0714.
Screening COc1nc(Oc2ccc(/C=N/O)cc2)nc(N(C)C)n1 returned Cav32 inh 1.06.
For O=C(N/N=C/C=C/c1ccccc1)c1ccc(Br)cc1 the results were Cav32 inh -0.158.
`CCOC(=O)c1cccc(Nc2ncnc3ccccc23)c1` gave Cav32 inh 7.32e-05.
`CC(=O)C(CC(=O)N1CCCc2ccccc21)C(=O)Nc1ccc(F)cc1` (stereo not given) gave Cav32 inh -1.86.
O=C(Cc1ccccc1)NCCSCc1ccc(Cl)cc1 was read as Cav32 inh -4.37*.
O=C(Nn1cnnc1)c1ccc(F)c(S(=O)(=O)N2CCCCC2)c1 was read as Cav32 inh 0.0439.
For CCOc1cc(/C=N\NC(=O)c2ccc(NC(=O)C(C)(C)C)cc2)ccc1OC(=O)c1ccc(OC)cc1 the results were Cav32 inh 0.058.
`COc1cccc(NC(=O)Cc2nnc(SCC(=O)NC(C)c3ccccc3)n2C)c1` (stereo not given) gave Cav32 inh -0.00826.
`O=C(Nc1ncc2c(n1)-c1ccccc1OC2)c1ccccc1Cl` gave Cav32 inh -0.9.
`Cc1cc(NC(=O)CSc2nc3c(c(=O)n2Cc2ccccc2)SC(C)C3)no1` (stereo not given) gave Cav32 inh 0.21.
`Cc1ccc(NC(=O)C(c2ccc(Cl)cc2)N2CCCCC2)cc1` (stereo not given) gave Cav32 inh -7.02*.
Screening CC(/C=C\c1cccnc1)=C/C(=O)O returned Cav32 inh -0.00253&1.69.
Cc1ccnc(NC(=O)CS(=O)(=O)Cc2ccccc2)c1 was read as Cav32 inh -0.259.
CCOC(=O)C1CCN(C(=O)CSc2nnc(-c3ccco3)n2-c2ccccc2)CC1 was read as Cav32 inh 1.35.
Screening O=C(COc1ccccc1Br)NCc1ccco1 returned Cav32 inh 0.000295.

The closing five compounds of the part before open the next one.
`Cc1ccc(NC(=O)C(c2ccc(Cl)cc2)N2CCCCC2)cc1` (stereo not given) gave Cav32 inh -7.02*.
Screening CC(/C=C\c1cccnc1)=C/C(=O)O returned Cav32 inh -0.00253&1.69.
Cc1ccnc(NC(=O)CS(=O)(=O)Cc2ccccc2)c1 was read as Cav32 inh -0.259.
CCOC(=O)C1CCN(C(=O)CSc2nnc(-c3ccco3)n2-c2ccccc2)CC1 was read as Cav32 inh 1.35.
Screening O=C(COc1ccccc1Br)NCc1ccco1 returned Cav32 inh 0.000295.
For O=C(Nc1cnccn1)c1csc2ccccc12 the results were Cav32 inh 0.0155.
For O=C(OCC(=O)c1ccc[nH]1)c1ccc(S(=O)(=O)N2CCCCC2)cc1 the results were Cav32 inh -0.526.
`COc1ccc(/C=C2/N=C3CCCCCN3C2=O)cc1OC` gave Cav32 inh 0.875.
Cc1ccc(S(=O)(=O)c2c(N)n(Cc3ccco3)c3nc4ccccc4nc23)cc1C was read as Cav32 inh -2.75.
For Cc1ccc(S(=O)(=O)c2nc(C)oc2NCc2ccccc2)cc1 the results were Cav32 inh 1.22.
`CCCOc1ccc(-c2nc(=S)[nH][nH]2)cc1` gave Cav32 inh -0.0847.
Screening Cc1ccc(SCc2[nH]nc3c2C(C(C)C)C(C#N)=C(N)O3)cc1 (stereo not given) returned Cav32 inh -0.00411.
For COc1ccnc(Oc2ccccc2)c1C(=O)N/C=N/OCc1ccc(F)cc1Cl the results were Cav32 inh -2.86.
Cc1ccc(S(=O)(=O)N2CCC(C(=O)N[C@@H](Cc3ccccc3)C(=O)O)CC2)cc1 was read as Cav32 inh 0.509.
Screening Cc1ccccc1-c1nn2c(-c3ccccc3)nnc2s1 returned Cav32 inh -1.29.
`CCCNC(=O)c1ccccc1NC(=O)c1ccccc1N(C)S(C)(=O)=O` gave Cav32 inh 0.0668.
CCC(C(=O)NCc1ccco1)N(C(=O)CNS(=O)(=O)c1ccccc1)C1CCCCC1 (stereo not given) was read as Cav32 inh 0.395.
Screening Cc1cccc(-n2c(SCC(=O)Nc3ccc4c(c3)OCO4)nnc2-c2ccoc2C)c1 returned Cav32 inh -0.137.
Screening CCC(=O)Nc1nc(=S)ss1 returned Cav32 inh -0.404.
Screening O=C(NCCCN1CCN(Cc2ccccc2)CC1)c1nnc(Cc2c(F)cccc2Cl)o1 returned Cav32 inh 0.281.
O=C(CN(Cc1cccs1)C(=O)CSc1nnc(COc2ccccc2)o1)NC1CCCCC1 was read as Cav32 inh -0.224.
`CCN(CC)C(=S)SCC(=O)c1ccc(F)cc1` gave Cav32 inh -1.71.
COC(=O)C1=CNC=C(C(=O)OC)C1c1ccc(Cl)cc1 was read as Cav32 inh -1.78.
Screening CCC(C)Cn1c(S(=O)(=O)O)nc2ccccc21 (stereo not given) returned Cav32 inh 1.04.
CCOC(=O)c1ccc(N2C(=O)c3n[nH]c(C)c3C2c2ccc(OC)cc2OC)cc1 (stereo not given) was read as Cav32 inh 0.816.
CCC1=NC(c2ccc(OC)cc2)N(O)C1(C)C (stereo not given) was read as Cav32 inh 0.311.
Cc1ccc(NC(=O)CCC(=O)OCC(=O)c2ccc(Oc3ccc([N+](=O)[O-])cc3)cc2)c(C)c1 was read as Cav32 inh 0.00978.
COc1cc(C(=O)NCCC(=O)NCCCN2CCCCC2C)cc(OC)c1OC (stereo not given) was read as Cav32 inh 0.448.
`Cc1ccc(C(C)C)c(OCC(=O)Nc2ccc3c(c2)nc(CN2CCCC2)n3C)c1` gave Cav32 inh -0.329.
Screening COC(=O)c1[nH]c2ccc(C)cc2c1NC(=O)C(C)N1CCN(C2CCCCC2)CC1 (stereo not given) returned Cav32 inh -0.487.

From PubChem

This is a subset (hit frequency here may not be typical).
